# AmpC no deterg = qHTS Inhibitors of AmpC Beta-Lactamase (assay without detergent); AmpC nitrocefin hydrolysis, absorbance 480 nm, 0.0001% Triton; Potency, µM (highest dose often 57.1 µM), without a hit: at the highest dose activity change, negative = inhibition, hits mostly inhibitors; 330,000 tested, 0.52% active; AID 485341, 2010; P00811;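 also: potency is read from the fitted curve at half-maximal effect; plate controls were no compound for no effect and no enzyme for full effect; nearly all actives have a fitted effect of over 20% in size; some results filed as inactive show a strong effect at the top dose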
# Target sequence (P00811 whole entry, looked up): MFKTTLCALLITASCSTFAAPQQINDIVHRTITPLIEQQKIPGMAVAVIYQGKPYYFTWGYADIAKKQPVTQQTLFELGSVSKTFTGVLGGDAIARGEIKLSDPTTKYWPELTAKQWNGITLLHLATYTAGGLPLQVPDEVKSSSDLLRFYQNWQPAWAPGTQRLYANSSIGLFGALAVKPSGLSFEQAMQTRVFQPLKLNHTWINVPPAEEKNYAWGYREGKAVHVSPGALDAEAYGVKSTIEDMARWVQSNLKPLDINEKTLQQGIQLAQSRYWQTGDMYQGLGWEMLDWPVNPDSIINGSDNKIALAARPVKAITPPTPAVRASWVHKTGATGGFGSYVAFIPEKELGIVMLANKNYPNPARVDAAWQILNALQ
#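 20 mM phosphate pH 7.0 + 0.01% (detergent screen) or 0.0001% Triton X-100; 5.3 nM AmpC reagent; cpd preinc 15 min RT; nitrocefin (800 uM stock) to start; A480 q20 s × 4 min; Activity was normalised to no-enzyme and no-compound control wells.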
# LmPK inh = qHTS Assay for Inhibitors of Leishmania Mexicana Pyruvate Kinase (LmPK) | purified LmPK, Kinase-Glo ATP luminescence, 1 h | AID 1721, 2009 | 290,000 tested, 0.37% active | Potency, µM (series often up to 57.5 µM), without a hit: at the top dose activity change, negative = inhibition, most hits filed as inhibitors | Q27686; also: potency is read from the fitted curve at half-maximal effect
# Target sequence (Q27686 whole entry, looked up): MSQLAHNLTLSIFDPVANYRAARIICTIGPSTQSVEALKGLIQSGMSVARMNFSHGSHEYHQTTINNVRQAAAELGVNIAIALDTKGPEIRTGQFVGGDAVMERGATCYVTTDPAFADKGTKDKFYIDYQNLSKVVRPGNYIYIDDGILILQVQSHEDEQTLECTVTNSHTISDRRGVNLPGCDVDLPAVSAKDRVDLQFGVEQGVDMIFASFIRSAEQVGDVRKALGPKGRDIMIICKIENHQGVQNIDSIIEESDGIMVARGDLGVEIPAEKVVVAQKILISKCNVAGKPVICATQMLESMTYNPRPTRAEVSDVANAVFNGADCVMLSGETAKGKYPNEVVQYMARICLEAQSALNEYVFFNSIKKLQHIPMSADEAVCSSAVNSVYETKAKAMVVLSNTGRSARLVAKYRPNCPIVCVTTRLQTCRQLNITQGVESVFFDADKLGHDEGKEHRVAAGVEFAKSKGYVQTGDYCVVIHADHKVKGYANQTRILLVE
#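 Kinase-Glo luminescence read after 1 h RT reaction of 0.1 nM LmPK with 0.5 mM PEP and 0.1 mM ADP. Activity scaled between uninhibited and enzyme-free controls.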
# HCV inhibitor = qHTS Assay for Inhibitors of Hepatitis C Virus (HCV) | Huh7.5.1 HCVcc-Cre infection, luciferase reporter, 44 h | Potency, µM (highest dose often 41.8 µM), for the others: at the highest dose activity change, negative = inhibition, usual class: inhibitors | 340,000 tested, 3.4% active; also: potency is read from the fitted curve at half-maximal effect
#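 Antiviral activity was scored by luciferase reporter output from cells infected with HCVcc-Cre (~0.5 moi) in presence of compound, 44 h infection period, cells seeded 1,000/well 4 h prior.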
# AMA1-RON2 inh = qHTS for Inhibitors of AMA1-RON; Towards Development of Antimalarial Drug Lead: Primary Screen; Plasmodium falciparum AMA1 (3D7) - RON2 peptide interaction; AlphaScreen AMA1-biotinylated RON2 peptide binding; Potency, µM (series often up to 58.2 µM), for inactives: at the highest dose activity change, negative = inhibition, most hits filed as inhibitors; 360,000 tested, 0.2% active; AID 720542, 2013;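 also: potency is read from the fitted curve at half-maximal effect; 0% = vehicle wells and -100% = peptide control; nearly all actives have a fitted effect of over 45% in size; some results filed as inactive show a strong effect at the top dose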
#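 AMA1 (3D7) with his tag at 25 nM final met compounds first, then biotinylated RON2 peptide at 25 nM; detection used donor plus acceptor beads, 10 µg/mL apiece, read by AlphaScreen after 30 min at room temperature.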
# HCMV inh = qHTS Assay for inhibitors of the human cytomegalovirus (HCMV); 410,000 tested, 4.5% active; AID 1259415, 2018; HFF cells, HCMV-luciferase reporter, 72 h; hits give low values; activity change, negative = inhibition, % at 57.5 µM; in the data active = activity change below about -60%; inconclusive = no clear call, values can overlap the other calls; inactive = above about -39%
#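 After 16 h attachment at 37C, HFF cells received test compound and HCMV-luciferase (1 PFU/cell); reporter luminescence read 72 h later, data normalized against buffer-only and known inhibitor Salinomycin.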
# TbPYK inhibitor = qHTS of Trypanosoma Brucei Inhibitors; pyruvate kinase (Trypanosoma brucei), Q57TT1; TbPYK enzyme, Kinase-Glo Plus ATP luminescence, 45 min; Potency, µM (titrated, usually from 76.8 µM), inactives show top-dose activity, negative = inhibition, actives largely listed as inhibitors; 410,000 tested, 0.12% active; also: potency is read from the fitted curve at half-maximal effect; nearly all actives have a fitted effect of over 50% in size
#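 In this concentration-response screen, enzyme-free wells defined baseline while DMSO plates tracked drift. Each reaction combined TbPYK, substrate, compound and 130 uM ADP for 45 min at room temperature. Kinase-Glo Plus luminescence gave the signal.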
# AmpC inh detg = qHTS Inhibitors of AmpC Beta-Lactamase (assay with detergent); Potency, µM (titrated, usually from 114 µM), for inactives: at the top dose activity change, negative = inhibition, hits mostly inhibitors; 370,000 tested, 0.041% active; AmpC hydrolysis of nitrocefin, absorbance 480 nm, 0.01% Triton;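 also: potency is read from the fitted curve at half-maximal effect; 0% = no-compound wells and -100% = no-enzyme wells; nearly all actives have a fitted effect of over 25% in size; some results filed as inactive show a strong effect at the top dose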
#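 20 mM phosphate pH 7.0 + 0.01% (detergent screen) or 0.0001% Triton X-100; 5.3 nM AmpC reagent; cpd preinc 15 min RT; nitrocefin (800 uM stock) to start; A480 q20 s × 4 min; Activity was normalised to no-enzyme and no-compound control wells.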
# Starred values were filed as active, the others as inactive; ? = inconclusive; . = no result given; & = joins results of further samples; [ ] = dose if it differs, or a comment. Unless noted, calls follow the shape of the dose curve; as a rule, active = well fitted curve in the direction sought with a large enough effect; inconclusive = small, poorly fitted or top-dose-only effect, or another doubt; inactive = no such curve, though single readings can be large; an effect the other way counts as inactive or inconclusive. Unless noted, % is scaled to controls: 0 for no effect and ±100 for the full control effect. Hits appear at their usual frequency; 7.5% or so of the library scored in one or more.
SMILES,AmpC no deterg,LmPK inh,HCV inhibitor,AMA1-RON2 inh,HCMV inh,TbPYK inhibitor,AmpC inh detg
CCN(C[C@H]1N[C@@](Cc2ccccc2)(C(=O)OC)[C@H]2C(=O)N(Cc3ccccc3)C(=O)[C@@H]12)S(=O)(=O)c1ccc(-c2ccccc2)cc1,-17%,.,?,-11%,-16,-8%,.
O=C(CSc1nc2ncccc2[nH]1)NCCc1ccccc1,-13%,0%,4%,13%,11,-6%,0%
O=C(NC(=S)NCc1cccnc1)c1cccc2ccccc12,-10%,-2%,8%,7%,96,2%,5%
CCOc1ccc(NC(=O)C2CCCN(S(=O)(=O)c3c(C)n[nH]c3C)C2)cc1 (stereo not drawn),5%,1%,?,-3%,3,-2%,15%
COC(=O)Cn1cnc2c(cnn2-c2ccc(C)cc2)c1=O,-2%,1%,1%,-6%,.,0%,4%
COc1ccccc1NC(=O)CSCc1cc(=O)n2c(C)csc2n1,-6%,-5%,-3%,6%,-13,18%,-2%
Cc1cc(C)c(C#N)c(SCC(=O)NC2CC2)n1,-10%,4%,14%,2%,-20,-14%,-5%
O=C(CCCn1c(=O)c2cccn2c2cccnc21)Nc1ccccc1Br,.,.,.,.,43,2%,-9%
O=C(OCc1cc(=O)n2c(n1)sc1ccccc12)c1ccc(O)cc1O,-21%,-3%,-10%,36%[activator],0,0%,?
Cc1ccc(NC(=O)Nc2c[nH]c(=O)[nH]c2=O)c(Cl)c1,.,.,.,.,-2,-3%,2%
CCOC(=O)C1(Cc2ccccc2)CCCN(S(=O)(=O)N(C)C)C1 (stereo not drawn),28%,0%,9%,-3%,-33,-2%,-20%
COc1cc(OC)cc(-c2nnc(SCC(=O)N3CCOCC3)o2)c1,14%,0%,6%,9%,37,-1%,-3%

# Filtered by structure: the compounds so far with four or more nitrogen atoms (five)
SMILES,AmpC no deterg,LmPK inh,HCV inhibitor,AMA1-RON2 inh,HCMV inh,TbPYK inhibitor,AmpC inh detg
O=C(CSc1nc2ncccc2[nH]1)NCCc1ccccc1,-13%,0%,4%,13%,11,-6%,0%
CCOc1ccc(NC(=O)C2CCCN(S(=O)(=O)c3c(C)n[nH]c3C)C2)cc1 (stereo not drawn),5%,1%,?,-3%,3,-2%,15%
COC(=O)Cn1cnc2c(cnn2-c2ccc(C)cc2)c1=O,-2%,1%,1%,-6%,.,0%,4%
O=C(CCCn1c(=O)c2cccn2c2cccnc21)Nc1ccccc1Br,.,.,.,.,43,2%,-9%
Cc1ccc(NC(=O)Nc2c[nH]c(=O)[nH]c2=O)c(Cl)c1,.,.,.,.,-2,-3%,2%

# Next entries
SMILES,AmpC no deterg,LmPK inh,HCV inhibitor,AMA1-RON2 inh,HCMV inh,TbPYK inhibitor,AmpC inh detg
CC1CCC(NC(=O)c2ccc(N3CCCC3=O)cc2)CC1 (stereo not drawn),3%,1%,?,13%,49,-1%,?
CCC(=O)N1CCNC(=O)C1CC(=O)Nc1ccc(C)c(Cl)c1 (stereo not drawn),-1%,-5%,12%,13%,?,-7%,?
CCOCCCNc1ncnc2c1cnn2-c1ccc(C)c(C)c1,.,.,.,.,52,-4%,3%
c1ccc2c3n(nc2c1)CCCO3,-15%,.,-3%,0%,-13,0%,1%
CC(=C1C(=O)c2ccccc2C1=O)N1CCN(CCN=Cc2c(O)n(C)c(=O)n(C)c2=O)CC1,31%,-2%,18%&19%,28%,-16,-12%,6%
O=C(CCC1CCN(Cc2nccs2)CC1)Nc1ccccc1,.,.,.,-5%,0,-2%,.
COc1ccc(CCNC(=O)C2CCN(C(=O)c3ccc(Br)cc3)CC2)cc1OC,72%[activator],6%,-27%,1%,27,3%,?
Cc1nc2c(C#N)c(-c3ccc(Cl)cc3)ccn2n1,-6%,1%,4%,-10%,29,0%,-5%
CC(=C\c1ccccc1)/C=C1/SC(=O)N(CCCC(=O)Nc2ccc(C(=O)O)cc2)C1=O,-27%,-2%,3%,-13%,67,1%,5%
Cc1nnc(SCCOC(N)=O)n1C,-10%,-1%,29%,-14%,-26,5%,-16%
Cn1ncc(Cl)c1C(=O)N1CCN(c2ccc(F)cc2)CC1,62%[activator],-3%,.,-15%,2,1%,0%
O=C(Nc1nnc(Cc2ccc([N+](=O)[O-])cc2)s1)c1ccc2c(c1)OCO2,-6%,4%,12%,12%,?,1%,-1%
CCOC1=C2[C@@H](CN(S(=O)(=O)c3ccc(C)cc3)[C@H]2c2cccc3ccccc23)[C@H]2C(=O)N(CC)C(=O)[C@H]2C1,.,.,.,-2%,-6,-2%,.
O=C(NCCc1ccccc1)c1ccc(NC2=NC3CS(=O)(=O)CC3S2)cc1 (stereo not drawn),-12%,7%,12%,2%,-2,-4%,10%
O=[N+]([O-])c1cc(O)c2ncccc2c1,-21%,13%,0.56µM*,-22%,-97*,0%,-4%
COc1ccc(NC(=O)CN(C)C(=O)CNC(=O)c2sc3ccccc3c2Cl)cc1,21%,.,?,40%[activator],4,3%,4%
Cc1cccc(-n2ccnc2SCC(=O)N2CCCc3ccccc32)c1C,25%,1%,?,-21%,?,-7%,-12%
Cc1ccc(C(=O)NC(Cc2cccc(F)c2)C(=O)O)cc1 (stereo not drawn),-20%,.,?,17%,48,-4%,.
NC(=O)CSc1nnc(NC(=O)c2cccc(S(=O)(=O)N3CCCCC3)c2)s1,-26%,2%,-2%,5%,-3,2%,3%
Cc1[nH]c2ccc(C(=O)Nc3ccncc3)cc2c1C,-35%,1%,11µM*,2%,-63*,2%,-2%
COC(=O)c1cc(S(=O)(=O)N2CCN(c3ccccc3OC)CC2)cn1C,39%,-1%,-22%,-3%,4,-8%,-1%
Cc1nnc(SCC(=O)Nc2ccc3c(c2)OCCO3)n1N,-17%,-9%,-10%,-17%,0,-2%,-1%
Cc1ccc(C(=O)N2CCCC2)cc1S(=O)(=O)Nc1cccc(C)c1C,-8%,1%,-4%,-1%,26,3%,-4%
CCSc1nnc(NC(=O)c2c(-c3ccccc3Cl)noc2C)s1,19%,14%,12%,-9%,-10,-1%,?
CC(=O)c1cc2c(cc1NC(=O)CN1CCCCCCC1)OCO2,8%,-3%,?,-26%,-22,6%,2%
Cc1ccc(NC(=O)CN2C=NS(=O)(=O)c3ccccc32)cc1,.,.,.,.,-1,0%,-1%
O=C(OCCN1CCOCC1)c1ccc(Cl)cc1Cl,0%,-2%,17%,-1%,15,0%,?
CC(=O)N1N=C(c2ccc([N+](=O)[O-])cc2)CC1c1ccccc1Cl (stereo not drawn),-10%,-6%,-27%,-11%,3,-5%,-4%
COCCNc1nc(NCc2cc(-c3ccc(OC)cc3)no2)c2sccc2n1,.,.,.,-10%,-15,0%,.
CCOc1ccc(NS(=O)(=O)c2ccc(C(=O)N3CC(C)OC(C)C3)cc2)cc1 (stereo not drawn),31%,.,-1%,-4%,0,-10%,-11%
COc1ccc(F)cc1C(=O)C1CCCN(Cc2c[nH]c3ccccc23)C1 (stereo not drawn),23%,4%,-23%,-8%,?,0%,0%
COc1ccc(F)cc1C(=O)C1CCCN(C(=O)CCN2CCCCO2)C1 (stereo not drawn),26%,-4%,6%,-3%,-28,2%,8%
CC(=O)c1ccc(N2CCN(C(=O)c3ccc(Cn4c(=S)[nH]c5ccc(N6CCOCC6)cc5c4=O)cc3)CC2)cc1,66%[activator],5%,?,65%[activator],-7,3%,0%
CCN(CC(=O)Nc1ccccc1C(F)(F)F)C(=O)C1CCC1,-16%,.,30%[activator],3%,10,0%,?
O=S(=O)(NCC(c1ccco1)N1CCN(c2ccc(F)cc2)CC1)c1ccc2c(c1)OCCO2 (stereo not drawn),-38%,2%,?,-9%,-75*,-1%,0%
CN1CCCN(C(=O)CSc2ccccc2)CC1,-25%,-2%,3%,2%,-16,-1%,?
O=C(NCCC(c1ccccc1)c1ccco1)c1cccs1 (stereo not drawn),-18%,7%,-2%,-6%,-28,-1%,3%
CCOC(=O)C1=CCN(S(=O)(=O)c2ccccc2Cl)C1c1cccc(Cl)c1 (stereo not drawn),.,.,.,4%,-29,5%,.
O=C(Nc1nnc(SCc2ccc(Cl)cc2)s1)c1cnccn1,-40%,-2%,8%,15%,46,-15%,-8%
NC(=O)NNC(=S)Nc1cccc2ccccc12,-18%,0%,?,37%[activator],-11,-12%,-6%
Cc1nc2ccccc2nc1OCC(=O)Nc1ccccc1,-18%,5%,20%,-6%,34,0%,-1%
CCCCOC(=O)/C(=C\c1ccc([N+](=O)[O-])o1)NC(=O)c1ccccc1,-12%,0%,6%,-9%,?,0%,?
COC(=O)C1=C(C(=O)OC)[C@@H]2N(Cc3ccccc3)c3ccccc3[C@@]23C[C@@H](C(=O)OC)N=C3N1,209%[activator],-1%[11.5 µM],21%,12%,-12,3%,-1%
CCCN(CC)c1ncnc2[nH]ncc12,.,.,0%,15%,-65*,2%,.
C=CCN(C)NC(=S)Nc1ccccc1,-18%,-7%,16%,83%[activator],7,-2%,-17%
C=C(C)COc1ccc(-c2ncnc(C(F)(F)F)c2-c2ccccc2)c(O)c1,-31%,4%,?,2%,.,6%,-7%
Cc1cc(S(=O)(=O)Nc2cccc(O)c2)c(C)s1,2%,8%,-13%,14%,-3,-12%,-4%
CCOC(=O)CC1ON(C)C(=O)N1c1ccc(Cl)cc1Cl (stereo not drawn),.,-2%,?,14%,-17,0%,2%
Cc1nc2ccccn2c1C(=O)N/N=C/c1ccc(F)cc1,-15%,3%,21%,-1%,29,-1%,-18%
C=CCOc1ccc(/C=C2/C(=N)N3N=C(CC(=O)N4CCCC4)SC3=NC2=O)cc1OC,-28%,7%,15%,35%[activator],-30,5%,-9%
CCCCN(C)CCCN1C(=O)C2C(C(=O)Nc3cccc(OC)c3)C3C=CC2(O3)C1C(=O)NC1CCCCC1C (stereo not drawn),28%,2%,4%,-7%,7,2%,-12%
COc1ccc(CC(=S)N2CCOCC2)cc1,?,-6%,14%,-3%,-13,-28%,2%

# Compound activity as filed in PubChem.
